Screens from PubChem.
FBPA coupling cs: counter-screen for Giardia aldolase inhibitors: coupling enzyme system; 290,000 compounds, 0.67% hits; coupling enzyme system counterscreen, AmpLite Red fluorescence; activity change, negative = inhibition, % at 58.2 µM, hits read low; in the data active means activity change below about -30%; further: on the % scale 0 is the no-effect control and ±100 the full control effect
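Fluorescence at 525 nm excitation and 598 nm emission measured inhibition of the coupled detection system without aldolase. Compounds (at 57.5 uM final) were preincubated 10 min at room temperature with coupling enzyme reagent before a 20 min substrate/AmpLite Red step.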
Giardia kill: kills Giardia lamblia. activity change, % at 7.66 µM, hits read low. AID 540267. Giardia lamblia trophozoite viability. 340,000 compounds, 0.15% hits; in the data active means activity change below about -80%; inconclusive means between about -30% and that limit;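 further: parasites exposed to compound for two days anaerobically before the ATP read; on the % scale 0 is the no-effect control and ±100 the full control effect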
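Compounds were tested on trophozoites seeded at 100 cells/well and held 48 hrs at 37 deg C anaerobically. An ATP-based luminescent kit measured the remaining live cells.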
KCNH2 3.1 inh: inhibitors of human KCNH2 3.1 potassium channel isoform. activity change, % (tested at about 1.8 µM). U2OS KCNH2 3.1, thallium flux FluxOr; active compounds read low. 340,000 compounds, 0.95% hits;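 active means maximum activity change below -70%; inconclusive means maximum activity change from -70% to -50%; inactive means maximum activity change above -50%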;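 further: thallium influx rate constant from kinetic fluorescence after stimulation buffer; on the % scale 0 is the no-effect control and ±100 the full control effect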
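FluxOr-based Tl+ influx in U2OS cells transduced with KCNH2 3.1 virus; rate constants normalized to DMSO controls.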
B2AR arrestin: beta2AR (human) beta-arrestin recruitment activity; P07550; beta-arrestin recruitment to beta2AR, cell-based reporter; Potency, µM (series often up to 46.1 µM), for inactives: at the top dose activation, most hits filed as activators; 330,000 compounds, 0.02% hits;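 further: potency means the concentration at half of the fitted maximal effect; 0% = DMSO controls and full agonism = EC100 isoproterenol or metaproterenol; nearly all actives have a fitted effect of over 65% in size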
Target sequence (P07550 whole entry, looked up): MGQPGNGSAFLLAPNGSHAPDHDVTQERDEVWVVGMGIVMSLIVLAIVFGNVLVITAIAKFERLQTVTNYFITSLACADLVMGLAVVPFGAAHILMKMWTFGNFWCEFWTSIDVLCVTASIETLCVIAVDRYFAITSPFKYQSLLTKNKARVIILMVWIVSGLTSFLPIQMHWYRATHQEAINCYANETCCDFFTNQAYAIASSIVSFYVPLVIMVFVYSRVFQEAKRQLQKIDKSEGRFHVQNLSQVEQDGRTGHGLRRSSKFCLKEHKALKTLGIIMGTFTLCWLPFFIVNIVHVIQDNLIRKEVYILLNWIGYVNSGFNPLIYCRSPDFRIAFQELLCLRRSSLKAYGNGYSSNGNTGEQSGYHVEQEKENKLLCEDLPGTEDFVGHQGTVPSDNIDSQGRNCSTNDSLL
USP2a inh: blocks human ubiquitin-specific protease USP2a; USP2 core, Ub-CHOP2 coupled fluorogenic reporter, 485/531; 330,000 compounds, 0.01% hits; Potency, µM (series often up to 38.3 µM), for the others: at the highest dose activity change, negative = inhibition, most hits filed as inhibitors; AID 463254;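 further: potency means the concentration at half of the fitted maximal effect; plate controls were DMSO wells for no effect and full inhibition by NEM control for full effect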
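Cell-free coupled assay: 10nM USP2 core preincubated 30min RT with compound in Tris-HCl pH 8.0/CaCl2/CHAPS buffer, then 25nM Ub-CHOP2 and 25nM reporter substrate; fluorescence (Ex 485/Em 531) read after 60min RT, normalized to NEM inhibition, concentration-response curves fitted.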
Menin-MLL TR inh: menin-MLL binding inhibition, Texas Red mutant peptide; Menin + Texas Red MLL mutant peptide, fluorescence polarization; Potency, µM (highest dose often 61.6 µM), without a hit: at the highest dose FP activity change, negative = inhibition, most hits filed as inhibitors; 270,000 compounds, 0.23% hits; O00255; active means well fitted inhibition curve with a large enough effect in the polarisation, with a control signal flat, not every such curve was filed as active; inconclusive means small, poorly fitted or top-dose-only effect, or effect the other way, or a change in a side signal; inactive means no such curve, though single readings can be large or run the other way; the % refers to the polarisation; further: potency means the concentration at half of the fitted maximal effect; % of control where 0% means no effect; many of its hits are not listed in these tables
GALK inh: galactokinase (human) inhibition. Purified GALK, Kinase-Glo residual ATP luminescence. P51570. Potency, µM (titrated, usually from 57.5 µM), inactives show at the highest dose activity change, negative = inhibition, hits mostly inhibitors. 270,000 compounds, 0.007% hits; further: potency means the concentration at half of the fitted maximal effect; on the % scale 0 is the no-effect control and ±100 the full control effect
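Galactose (100 uM) and ATP (35 uM) were turned over by 5 nM GALK for 1 h at RT. Kinase-Glo Plus then converted the remaining ATP into a luminescent signal.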
TRPV1 agonist: activates the human vanilloid receptor TRPV1. Q8NER1. 320,000 compounds, 0.19% hits. TRPV1-expressing cells, Fluo-8 calcium influx, agonist mode. activation, % at 8.33 µM; in the data active means activation above about 80%; inconclusive means between about 30% and that limit; further: 0% is about no effect
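TRPV1-expressing cells were cultured overnight at 35.5C and loaded with Fluo-8 calcium dye for 40 to 90 min at room temperature. After a 10 s baseline, compound was added and calcium influx was read kinetically for 3 min (ex 480/em 520 nm).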
MLL CXXC-DNA inh: MLL CXXC-DNA interaction inhibition; 290,000 compounds, 0.037% hits; Potency, µM (series often up to 115 µM), for inactives: at the highest dose activity change, negative = inhibition, actives largely listed as inhibitors; AID 2662; MLL-CXXC / FITC-HOXA9 DNA fluorescence polarization; active means well fitted inhibition curve with a large enough effect in the polarisation, with a control signal flat, not every such curve was filed as active; inconclusive means small, poorly fitted or top-dose-only effect, or effect the other way, or a change in a side signal; inactive means no such curve, though single readings can be large or run the other way; the % refers to the polarisation; further: potency means the concentration at half of the fitted maximal effect
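Purified MLL-CXXC (added from a 7 uM solution) was preincubated 5 min at ambient with pinned compounds in 50 mM Tris-HCl pH 7.5, 50 mM NaCl, 1 mM DTT, 0.05% BSA. Fluorescein-labeled HOX-A9 DNA (50 nM solution) followed, 30 min, then polarization read.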
PKM2 activator: activators of human pyruvate kinase M2; P14618; purified PKM2, Kinase-Glo ATP luminescence, activation; response scale: 0% is enzyme alone, no compound; Potency, µM (titrated, usually from 57.5 µM), for inactives: at the highest dose activation, hits mostly activators; 260,000 compounds, 0.34% hits; further: potency means the concentration at half of the fitted maximal effect; on the % scale 0 is the no-effect control and ±100 the full control effect; nearly all actives have a fitted effect of over 55% in size
Target sequence (P14618 whole entry, looked up): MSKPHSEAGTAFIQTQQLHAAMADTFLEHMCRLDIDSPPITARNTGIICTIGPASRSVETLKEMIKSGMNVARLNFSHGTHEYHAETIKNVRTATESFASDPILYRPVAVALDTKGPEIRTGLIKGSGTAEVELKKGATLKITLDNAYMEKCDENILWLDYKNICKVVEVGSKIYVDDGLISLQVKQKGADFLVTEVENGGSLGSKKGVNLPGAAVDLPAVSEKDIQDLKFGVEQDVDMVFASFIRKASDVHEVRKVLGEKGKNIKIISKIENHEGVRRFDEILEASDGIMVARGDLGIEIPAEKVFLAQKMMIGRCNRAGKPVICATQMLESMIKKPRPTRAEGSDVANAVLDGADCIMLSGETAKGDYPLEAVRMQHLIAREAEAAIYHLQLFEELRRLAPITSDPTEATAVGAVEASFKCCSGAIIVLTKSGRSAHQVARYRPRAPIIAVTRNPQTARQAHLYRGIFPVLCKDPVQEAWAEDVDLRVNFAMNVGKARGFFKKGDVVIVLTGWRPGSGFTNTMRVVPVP
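hPK-M2, >95% pure; 0.1 mM ADP / 0.5 mM PEP final; imidazole pH7.2 buffer w/ 7 mM MgCl2, 50 mM KCl; 1 h RT; Kinase-Glo lum. Intermediate enzyme activity for dual inhibitor/activator qHTS.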
KCNH2 WT inh: KCNH2 (human, wildtype) channel inhibition; Q12809; U2OS, BacMam KCNH2, thallium flux FluxOr; active compounds read low; activity change, % at 1.84 µM; 340,000 compounds, 0.37% hits;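 active means maximum activity change below -70%; inconclusive means maximum activity change between -70% and -50%; inactive means maximum activity change above -50%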; further: on the % scale 0 is the no-effect control and ±100 the full control effect
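U2OS cells transduced with wild-type KCNH2 virus are loaded with FluxOr dye for 45 min, and thallium flux is measured in kinetic reads before and after stimulation buffer. Rate constants are normalized to DMSO controls.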
Numbers without * were called inactive; ? = inconclusive; / = no result given; [ ] = another dose, or the depositor's remark. Unless noted, the call rests on the fitted dose curve; in most records, active means well fitted curve in the direction sought with a large enough effect; inconclusive means small, poorly fitted or top-dose-only effect, or another doubt; inactive means no such curve, though single readings can be large; an effect the other way counts as inactive or inconclusive.

Each structure is followed by: FBPA coupling cs	Giardia kill	KCNH2 3.1 inh	B2AR arrestin	USP2a inh	Menin-MLL TR inh	GALK inh	TRPV1 agonist	MLL CXXC-DNA inh	PKM2 activator	KCNH2 WT inh
> O=C1C=C(/C=C/c2ccccc2)C[C@@H](c2ccc3c(c2)OCO3)C1
 : /	-6	-4	0.2%	-4%	/	/	?	/	/	3
> O=C(CN1CCCCC1)Nc1cc(S(=O)(=O)N2CCOCC2)ccc1N1CCCC1
 : /	1	-13	-1.0%	-7%	/	/	3	/	/	0
> CN1CCN(C(=O)C2CCCN(S(=O)(=O)c3ccc(Br)cc3)C2)CC1 (stereo unspecified)
 : /	8	/	0.0%	2%	/	-9%	0	-6%	-1%	6
> Cc1ccc(CSCC(=O)N/N=C/c2cccc(OC3CSC3)c2)cc1
 : 7	9	8	-0.6%	4%	-3%	0%	7	12%	-3%	-16
> O=C(COC(=O)c1cccc(S(=O)(=O)N2CCCC2)c1)Nc1ccccc1C(F)(F)F
 : /	-1	-1	0.0%	0%	/	/	1	/	/	2
> Cc1ccc(C(=O)COC(=O)c2cc(Cl)nc3ccccc23)cc1
 : 2	-11	4	0.7%	0%	14%	0%	3	2%	5%	3
> CC(=O)C(C(C)=O)C(NC(=O)c1cccnc1)(C(F)(F)F)C(F)(F)F
 : 1	16	3	-0.5%	1%	-12%	0%	3	1%	5%	2
> O=C(O)c1ccc(CNC(=O)c2ccc(S(=O)(=O)N3CCCCC3)cc2)cc1
 : /	7	-2	-0.9%	1%	/	/	3	/	/	-2
> CC(c1nnc(SCC(=O)N2CC(=O)Nc3ccccc32)n1Cc1ccccc1)N(C)C (stereo unspecified)
 : 0	-14	3	0.1%	0%	/	-2%	0	3%	9%	1
> COc1cccc(N2CC(C(=O)Nc3nnc(SCC(=O)c4ccccc4)s3)CC2=O)c1 (stereo unspecified)
 : 5	4	-4	-0.1%	-4%	-1%	0%	-4	3%	-3%	-1
> O=C1CC(c2ccccc2)CC(=O)C1=CN1CCCC1 (stereo unspecified)
 : 12	2	-5	-0.7%	0%	/	/	-6	-10%	1%	2
> CNC(=O)/C(C#N)=C\c1ccc(CNS(=O)(=O)c2ccc(Cl)cc2)o1
 : -3	-1	18	0.0%	0%	15%	0%	2	0%	2%	4
> O=Cc1c(NCCN2CCCC2)c2ccccc2[nH]c1=O
 : 2	8	-11	-0.4%	4%	24%	7%	2	-1%	-15%	-3
> O=C(Cn1cnc2ccccc21)Nc1cc(C(F)(F)F)ccc1N1CCOCC1
 : -1	3	18	-1.6%	3%	0%	11%	0	-6%	4%	-2
> Cc1cc(C(F)F)nn1CC(=O)NCc1ccccc1F
 : 2	5	2	-0.6%	1%	15%	0%	4	-4%	-3%	1
> COc1cc(C(=O)Nc2cc(C)ccn2)ccc1OCC(=O)N1CCOCC1
 : /	-27	-19	0.5%	0%	/	-3%	-2	-7%	-14%	-7
> O=C(CCCCn1c(=O)c2ccccc2n(CC(=O)Nc2ccc(F)cc2)c1=O)NCc1ccco1
 : 2	-1	4	-0.1%	-1%	7%	0%	-1	-1%	6%	4
> COc1ccc(Cl)cc1C(=O)OCC(=O)Nc1cccnc1Cl
 : /	-17	6	0.9%	0%	/	/	-1	/	/	-11
> C[C@@]12C(=O)N(CC3CC3)CC(=O)N1[C@H](C1CC1)[C@@H]1C(=O)N(c3ccccc3)C(=O)[C@@H]12
 : 1	-4	0	0.1%	2%	-15%	/	1	-6%	-4%	-7
> O=C(Nc1ccc2c(c1)OCO2)C1Cc2ccccc2CN1S(=O)(=O)c1cccs1 (stereo unspecified)
 : 2	-1	5	-0.7%	1%	?	3%	7	8%	1%	-2
> CN(CC(=O)Nc1ccccc1Br)CC(=O)Nc1ccccc1-c1ccccc1
 : /	-5	20	0.3%	-1%	/	/	24	/	/	8
> Cc1cc(C)c(/C=N/n2c(C)cc(C)c(C#N)c2=O)c(C)c1
 : 1	37[activator]	-1	-0.3%	3%	-6%	0%	6	11%	1%	-3
> COc1ccccc1N1CCN(C(=O)C2CCN(C(=O)c3cccc(Cl)c3)CC2)CC1
 : 1	4	14	-0.4%	-2%	?	-1%	1	4%	-8%	0
> O=c1cc(C(F)(F)C(F)F)oc2ccccc12
 : 1	-16	8	0.0%	-6%	1%	3%	9	-5%	-1%	0
> O=C(Cc1ccccc1)Nc1ccc(NC(=O)C2CC2)nc1
 : -1	-7	-14	-1.2%	0%	19%	-2%	-2	2%	-2%	15
> Cc1nn(C)c(C)c1S(=O)(=O)N(CC(=O)NCCN1CCOCC1)c1ccc(C(C)C)cc1
 : 0	-12	7	-0.5%	-2%	-11%	0%	0	1%	1%	-15
> COc1ccc(NC(=O)c2cc(-c3ccc4c(c3)OCO4)on2)cc1OC
 : -2	16	-6	-1.6%	0%	-7%	8%	1	-4%	0%	-7
> C=CCn1c(=O)c2ccccc2n2c(SCc3nc(N)nc(Nc4ccccc4C)n3)nnc12
 : -4	10	-3	-0.2%	-2%	-12%	0%	1	-5%	-12%	15
> Cc1ccc(C)c(N(C)C(=O)CCS(=O)(=O)c2cccc3nonc23)c1
 : -2	-12	-3	-1.2%	-8%	3%	7%	25	9%	1%	2
> Cc1cccc(C(=O)Nc2ccccc2-c2nnn(CC(=O)Nc3ccc4c(c3)OCCO4)n2)c1
 : -1	-22	-20	0.3%	0%	?	-2%	3	-1%	5%	0

Later entries:
Each structure is followed by: FBPA coupling cs	Giardia kill	KCNH2 3.1 inh	B2AR arrestin	USP2a inh	Menin-MLL TR inh	GALK inh	TRPV1 agonist	MLL CXXC-DNA inh	PKM2 activator	KCNH2 WT inh
> CNC(=O)CN(C1CCCCC1)S(=O)(=O)c1ccc(OC)c(Cl)c1
 : -1	-26	-16	-0.1%	1%	-7%	-4%	-3	9%	2%	-16
> C=C1CC(C(=O)N/N=C/c2ccccc2)C1
 : 6	-18	-4	0.4%	2%	-15%	/	9	-4%	-15%	2
> COc1cc(/C=N/NC(=O)C(=O)NCc2ccco2)ccc1O
 : 2	-7	0	-0.3%	1%	6%	0%	0	1%	0%	0
> O=[N+]([O-])c1ccc(CSc2ncnc3c2ncn3[C@@H]2O[C@H](CO)[C@@H](O)[C@H]2O)cc1
 : /	9	2	0.0%	0%	/	/	3	/	/	-18
> Cc1cc(C)c2c3c(sc2n1)C(=O)N(Cc1ccccc1)CC(=O)N3
 : 0	4	-4	-0.8%	0%	1%	0%	0	-1%	-2%	-3
> S=C1NC(C23CC4CC(CC(C4)C2)C3)=CC(c2ccc3c(c2)OCO3)N1 (stereo unspecified)
 : 1	-19	-26	-0.2%	9%	-14%	-1%	6	8%	-1%	-9
> CSCCC1C(C#N)=C(N)Oc2n[nH]c(-c3cccs3)c21 (stereo unspecified)
 : -13	13	0	-1.1%	-1%	8%	-1%	1	-5%	-1%	-30
> CCN(CC(=O)Nc1ccc(NC(C)=O)cc1)C(=O)/C=C/c1cn(-c2ccccc2)nc1-c1ccc(F)cc1
 : /	13	-2	0.0%	-1%	/	/	10	/	/	17
> COCCN(C(=O)CCC(=O)Nc1cc(C)on1)C(C(=O)NC1CCCC1)c1ccc(C)cc1 (stereo unspecified)
 : 0	12	-12	0.1%	1%	7%	-3%	-3	43%[activator]	0%	-6
> Cc1cccc(NC(=O)CN(C)S(=O)(=O)c2ccc(-c3ccc(=O)[nH]n3)s2)c1C
 : /	16	4	-1.2%	1%	/	-1%	?	0%	/	0
> CCn1nc(C)c(CN2CCC(n3nccc3NC(=O)c3ccccc3OC)CC2)c1C
 : 1	-5	-15	0.1%	-1%	-14%	0%	-5	0%	-1%	25
> CC(=O)Nc1ccc(NC(=O)C(C)OC(=O)/C=C/c2ccc3c(c2)OCO3)cc1 (stereo unspecified)
 : /	6	1	0.1%	-1%	/	/	7	/	/	3
> CCc1cc(=O)oc2c(CN3CCN(C)CC3)c(O)ccc12
 : -1	4	5	-0.3%	-1%	-21%	-2%	-7	-17%	/	-16

This is a subset; the hit share may differ from the screen's.
